KB-V1 MDR tox: KB-V1 MDR subline cytotoxicity; KB-V1 MDR cells viability, CellTiter-Glo, 72 h; Potency, µM (series often up to 46.1 µM), for the others: at the highest dose activity change, negative = cytotoxicity, hits mostly cytotoxic; 400,000 compounds, 3.4% hits; AID 1347076; note: % is set by controls: 0 for no effect and ±100 for the full control effect; nearly all actives have a fitted effect of over 60% in size
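Cells of the MDR subline KB-V1 are plated, dosed with compound at multiple concentrations, and incubated 72 h at 37 degrees C; CellTiter-Glo is then added and luminescence read after 10 min.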
GLP1R cytotox: cytotoxicity counter-screen for GLP-1 receptor inverse agonists. HEK293 cAMP-luciferase reporter cells, luminescence, 24 h. Potency, µM (highest dose often 38.3 µM), for the others: top-dose activity change, negative = inhibition, hits mostly inhibitors. 410,000 compounds, 0.13% hits. AID 624418;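 note: loss of luciferase light is scored as toxicity; % is set by controls: 0 for no effect and ±100 for the full control effect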
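1536-well qHTS counterscreen of the MLSMR; 200 cells/uL, 12 h pre-incubation, 23 nL cpd, 24 h at 37 deg C 5% CO2, luciferase detection reagent, 12 min RT, luminescence. Inhibition = undesired.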
GLP-1R inv ag: GLP-1 receptor (human) inverse agonism | AID 624417 | 410,000 compounds, 1.6% hits | P43220 | HEK293 GLP-1R CRE-luciferase, luminescence, 24 h; GLP-1R form is constitutively active | Potency, µM (titrated, usually from 38.3 µM), without a hit: at the top dose activity change, negative = inhibition, actives largely listed as inhibitors; note: % is set by controls: 0 for no effect and ±100 for the full control effect; nearly all actives have a fitted effect of over 55% in size
Target sequence (P43220 whole entry, looked up): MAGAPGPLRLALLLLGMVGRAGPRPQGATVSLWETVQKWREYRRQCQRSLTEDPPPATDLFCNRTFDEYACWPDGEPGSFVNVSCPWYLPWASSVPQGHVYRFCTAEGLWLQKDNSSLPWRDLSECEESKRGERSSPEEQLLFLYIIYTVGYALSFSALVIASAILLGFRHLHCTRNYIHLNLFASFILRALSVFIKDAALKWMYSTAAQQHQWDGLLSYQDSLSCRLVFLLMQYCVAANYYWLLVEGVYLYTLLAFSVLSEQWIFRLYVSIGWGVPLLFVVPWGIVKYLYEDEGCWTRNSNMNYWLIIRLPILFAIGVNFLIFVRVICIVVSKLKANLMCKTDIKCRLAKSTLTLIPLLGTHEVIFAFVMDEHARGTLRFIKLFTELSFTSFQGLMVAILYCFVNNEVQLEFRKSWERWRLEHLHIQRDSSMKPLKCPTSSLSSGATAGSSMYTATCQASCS
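Inverse agonists were sought by their lowering of basal cAMP reporter luciferase output in HEK293 cells stably carrying constitutively active human GLP-1R, after 24 h compound treatment.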
TDP43 rescue: inhibitors of TDP-43 toxicity in yeast; Potency, µM (doses to about 46.1 µM), for inactives: at the top dose growth rescue (activation), usual class: activators; 410,000 compounds, 1.8% hits; TDP-43 expressing yeast growth rescue, BacTiter-Glo, 24 h; note: % of control where 0% means no effect; nearly all actives have a fitted effect of over 50% in size
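Cell-based yeast growth screen: TDP-43 expression induced in galactose, inoculum OD600=0.02 after raffinose pregrowth to mid-log. Read-out BacTiter-Glo luminescence at 24 hr, 30 deg C; inhibition of toxicity seen as signal increase.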
HT1080NT lethal: kills 2HG-producing HT-1080-NT fibrosarcoma cells. HT-1080-NT fibrosarcoma viability, CellTiter-Glo ATP luminescence, 48 h. Potency, µM (highest dose often 46.1 µM), without a hit: top-dose activity, negative = less viability, actives largely listed as cytotoxic. 360,000 compounds, 1.6% hits. AID 686970;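 note: NT is the 2HG producing partner of a matched IDH1 knockdown line; 0% = DMSO-treated cells and -100% = media-only wells without cells; nearly all actives have a fitted effect of over 55% in size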
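HT-1080-NT fibrosarcoma cells (2HG-overproducing), 750 cells/well in RPMI with 5% FBS, dosed after 2 h and incubated 48 h at 37C. CellTiter-Glo luminescence normalized to DMSO and no-cell wells; concentration-response curves fitted and classed.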
SW480 rerep: DNA re-replication induction in SW480 cells. SW480 DNA re-replication, Hoechst DNA content imaging, 48 h. Potency, µM (titrated, usually from 46.1 µM), for inactives: at the highest dose re-replication activation, hits mostly activators. 340,000 compounds, 1.8% hits; note: % of control where 0% means no effect; nearly all actives have a fitted effect of over 55% in size
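Image-based read-out: total Hoechst fluorescence of nuclei (405 nm excitation, 500-530 nm emission), with hits raising the fraction of high-intensity nuclei. SW480 colon cells incubated 48 hr with compounds at 37 C.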
KB-3-1 cytotox: kills parental KB-3-1 adenocarcinoma cells | KB-3-1 viability, CellTiter-Glo ATP luminescence, 72 h | Potency, µM (doses to about 46.1 µM), without a hit: at the top dose activity change, negative = cytotoxic, hits mostly cytotoxic | 400,000 compounds, 1.4% hits; note: % is set by controls: 0 for no effect and ±100 for the full control effect; nearly all actives have a fitted effect of over 60% in size
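Cytotoxicity measured as CellTiter-Glo luminescence after 72 h at 37 C. Compound titrations were pinned onto drug-naive KB-3-1 parental adenocarcinoma cells grown in DMEM with 10% FBS, and normalized data fitted to concentration-response curves.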
HT1080 IDH1KD tx: toxicity to HT-1080 IDH1 knockdown cells (counter line) | HT-1080 IDH1 knockdown viability, ATP luminescence, 48 h | 360,000 compounds, 2% hits | AID 686971 | Potency, µM (titrated, usually from 46.1 µM), without a hit: at the highest dose activity, negative = toxicity, usual class: cytotoxic;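 note: 0% = DMSO wells and -100% = cell-free medium wells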
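Using the IDH1-knockdown HT-1080 line run in the same batch and compound series as the NT line, viability after 48 h at 37 °C was determined by CellTiter-Glo luminescence and expressed as % activity.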
GLP-1R agonist: activates the human GLP-1 receptor; P43220; HEK293 GLP-1R CRE-luciferase, luminescence, 4-6 h; cells express a hypersensitive GLP-1R form; Potency, µM (top dose mostly 45.6 µM), without a hit: top-dose activation, hits mostly activators; 380,000 compounds, 0.007% hits; note: % of control where 0% means no effect
* marks the source's active call; other numbers are inactive results; ? = inconclusive; / = not tested or not shown; & = joins results of further samples; [ ] = remark or other dose. Calls come from the whole dose curve; as a rule, active = well fitted curve in the direction sought with a large enough effect; inconclusive = small, poorly fitted or top-dose-only effect, or another doubt; inactive = no such curve, though single readings can be large; an effect the other way counts as inactive or inconclusive. Potency is the fitted concentration of half-maximal effect.

A first look, 2 compounds:
SMILES	KB-V1 MDR tox	GLP1R cytotox	GLP-1R inv ag	TDP43 rescue	HT1080NT lethal	SW480 rerep	KB-3-1 cytotox	HT1080 IDH1KD tx	GLP-1R agonist
COc1ccccc1C(=O)Oc1ccccc1C(=O)Nc1ccccc1	?	-17%	?	24%	-2%	-3%	2%	3%	7%
Fc1cc2nccnc2cc1N1CCSCC1	-6%	0%	5%	-14%	17%	-8%	7%	-1%	-3%

This part in full, from the start:
SMILES	KB-V1 MDR tox	GLP1R cytotox	GLP-1R inv ag	TDP43 rescue	HT1080NT lethal	SW480 rerep	KB-3-1 cytotox	HT1080 IDH1KD tx	GLP-1R agonist
COc1ccccc1C(=O)Oc1ccccc1C(=O)Nc1ccccc1	?	-17%	?	24%	-2%	-3%	2%	3%	7%
Fc1cc2nccnc2cc1N1CCSCC1	-6%	0%	5%	-14%	17%	-8%	7%	-1%	-3%
S=C(Nc1cccc2ccccc12)N1CCN(c2ncccn2)CC1	-1%	-12%	?	6%	-2%	-3%	1%	-4%	?
Cc1ccc(S(=O)(=O)N(CC(=O)NCC2CCCO2)c2cccc([N+](=O)[O-])c2)cc1 (configuration not stated)	?	-17%	-9%	16%	0%	-7%	11%	-3%	2%
Cc1cc(=O)oc2c1c(C)nn2-c1cccc(Cl)c1	?	-10%	8%	/	-1%	?	?	-5%	-1%
S=C(Nc1ccc2nsnc2c1)N1CCCCCC1	9%	8%	0%	3%	5%	?	17%	7%	21%
COc1c(Cl)cc(-c2noc(C)c2C(=O)NCCc2ccc(C)cc2)cc1Cl	5%	5%	?	22%	0%	?	0%	2%	-5%
Cc1ccc(-c2nc(CN3CCCCC3CCN3CCCC3=O)c(C)o2)o1 (configuration not stated)	-46%	-1%[7.66 µM]	0%[7.66 µM]	21%[9.22 µM]	0%	-2%	-2%	0%	11%
CCOc1ccc(N=CC2=C(O)CC(c3ccco3)CC2=O)cc1 (configuration not stated)	-12%	8%	2%	6%	3%	-1%	9%	5%	3%
CCOC(=O)c1c(C)[nH]c(C)c1S(=O)(=O)N1CCCC(C(=O)N2CCN(c3ccccc3)CC2)C1 (configuration not stated)	?	4%	3%	18%	/	/	3%	/	/
Cc1ccc(CNC(=O)Cn2c(=O)cc(C(F)(F)F)c3c(C)nn(C)c32)cc1	10%	0%	14%	0%	/	/	6%	/	/
C[C@H](O)C#Cc1ccc2c(c1)O[C@@H](CN(C)Cc1ccc(-c3ccccc3)cc1)[C@H](C)CN([C@@H](C)CO)S2(=O)=O	?	?	?	-2%	?	/	?	21µM*	3%

Looked up above.
HT1080NT lethal result of COc1ccccc1C(=O)Oc1ccccc1C(=O)Nc1ccccc1 reads -2%
TDP43 rescue result of C[C@H](O)C#Cc1ccc2c(c1)O[C@@H](CN(C)Cc1ccc(-c3ccccc3)cc1)[C@H](C)CN([C@@H](C)CO)S2(=O)=O reads -2%

(continued)
SMILES	KB-V1 MDR tox	GLP1R cytotox	GLP-1R inv ag	TDP43 rescue	HT1080NT lethal	SW480 rerep	KB-3-1 cytotox	HT1080 IDH1KD tx	GLP-1R agonist
Cc1ccc(S(=O)(=O)c2nc(-c3ccc(F)cc3)oc2SCC(=O)NC2CCCCC2)cc1	16%	-7%	14%	-12%	/	/	0%	/	/
O=C(CN1CCN(c2nc(-c3ccccc3)cs2)CC1)NCc1ccc2c(c1)OCO2	-8%	8%	?	15%	0%[9.24 µM]	26%	-3%	?	9%
CCOc1cc(/C=N/Nc2cccc(C(=O)O)c2)ccc1OC(=O)c1ccccc1	6%	-9%	?	0%	-19%	-3%	0%	-16%	-4%
CCC(C(=O)NC1CCCC1)n1nc(C)n2c(cc3occc32)c1=O (configuration not stated)	9%	-8%	16%	5%	0%	4%	-7%	-1%	0%
CCCn1c2ccccc2c2cnn(CC(=O)N(Cc3ccccc3)C(C)C)c(=O)c21	-26%	-21%	?	-11%	/	/	0%	/	/
NC(=O)c1ccc(C(F)(F)F)n(Cc2ccccc2Cl)c1=O	-26%	-1%	-31%	?	0%	5%	-17%	-2%	5%
c1ccc(Cc2nc3ccccc3o2)cc1	7%	8%	0%	-7%	11%	-2%	-2%	0%	1%
CCC(CC)C(=O)Nc1nnc(S(=O)(=O)N2CCc3ccccc32)s1	20%&5%	-3%&-2%	-7%&-11%	19%&23%	13%	-6%	18%&13%	1%	-2%
Cc1nc([N+](=O)[O-])c(NCCCO)n1Cc1ccccc1	4%	?	9%	6%	4%	-12%	1%	-2%	0%
O=C(C[C@H]1C/C=C\CC[C@@H](Cc2ccc(F)cc2)C(=O)OC[C@H]2CCCN2C1=O)NCCO	-10%	19%	3%	9%	16%	-1%	-2%	9%	-1%
COc1ccc(-c2nnn(CC(=O)NCCc3c[nH]c4ccccc34)n2)cc1OC	-5%	-27%	-1%	3%	9%	4%	-15%	-1%	19%
Cc1ccsc1C(=O)N1CCCC(CO)(Cc2ccccc2F)C1 (configuration not stated)	-5%	-2%	?	18%	-16%	-4%	-3%	-10%	7%

Sorted by value in GLP-1R agonist (largest number first): 3 from the list above.
Compound	GLP-1R agonist
O=C(CN1CCN(c2nc(-c3ccccc3)cs2)CC1)NCc1ccc2c(c1)OCO2	9%
O=C(C[C@H]1C/C=C\CC[C@@H](Cc2ccc(F)cc2)C(=O)OC[C@H]2CCCN2C1=O)NCCO	-1%
CCC(CC)C(=O)Nc1nnc(S(=O)(=O)N2CCc3ccccc32)s1	-2%

Next section:
SMILES	KB-V1 MDR tox	GLP1R cytotox	GLP-1R inv ag	TDP43 rescue	HT1080NT lethal	SW480 rerep	KB-3-1 cytotox	HT1080 IDH1KD tx	GLP-1R agonist
COc1cc(CNCCNC(=O)c2nonc2N)ccc1OCc1ccc(Cl)nc1	21%	2%	?	18%	-6%	0%	-3%	0%	-1%
Cc1n[nH]c(=O)nc1NCc1ccco1	20%	19%	2%	3%	10%	3%	-4%	5%	-1%
CCOC(=O)CSc1nnnn1-c1cc(OC)ccc1OC	-26%	14%	20%	-1%	5%	-3%	-8%	4%	-8%
CCN(CC)CCCNC(=O)c1cc(Sc2nnc(C)s2)nc2ccccc12	4%	-10%	5%	-12%	-2%	-1%	-5%	-2%	7%
O=C(NCc1ccc2c(c1)OCO2)c1ccc(Br)o1	27%	1%	11%	22%	1%	6%	0%	14%	14%
COc1cc2ccccc2cc1C(=O)Nc1ccc(CN2CCOCC2)cc1	?	-2%	?	-16%	-17%	-1%	-1%	?	13%
O=c1[nH]c2ccc(S(=O)(=O)N3CCN(c4ccccc4)CC3)cc2[nH]c1=O	1%	10%	25%	-38%[inhibitor]	?	5%	-1%	-3%	-3%
CCOC(=O)N1CCN(C(=O)c2ccc(NC(=O)c3ccc(C)cc3)cc2)CC1	?	-12%	57%[activator]	22%	0%	-9%	10%	6%	-3%
O=C(O)C1CC(O)CN1S(=O)(=O)c1cccs1 (configuration not stated)	-6%	10%	5%	20%	-2%	-7%	5%	-2%	1%
Cc1ccc(S(=O)(=O)N2CCN(C(=O)COC(=O)CCOc3ccccc3C)CC2)c(C)c1	2%	7%	2%	?	2%	-2%	-3%	5%	-4%
N#CNC(=Nc1ccccc1F)SCc1ccc(C(=O)O)cc1	22%	2%	9%	-9%[9.22 µM]	4%	-2%	6%	8%	0%
CC(C)=NOC(=O)c1ccc(-c2ccccc2)cc1	?	-10%	8%	22µM*	8%	-1%	18%	15%	-6%

Part of the list above in order of SMILES length, lowest first.
SMILES	KB-V1 MDR tox	GLP1R cytotox	GLP-1R inv ag	TDP43 rescue	HT1080NT lethal	SW480 rerep	KB-3-1 cytotox	HT1080 IDH1KD tx	GLP-1R agonist
CCOC(=O)CSc1nnnn1-c1cc(OC)ccc1OC	-26%	14%	20%	-1%	5%	-3%	-8%	4%	-8%
COc1cc(CNCCNC(=O)c2nonc2N)ccc1OCc1ccc(Cl)nc1	21%	2%	?	18%	-6%	0%	-3%	0%	-1%
O=c1[nH]c2ccc(S(=O)(=O)N3CCN(c4ccccc4)CC3)cc2[nH]c1=O	1%	10%	25%	-38%[inhibitor]	?	5%	-1%	-3%	-3%

New compounds follow:
SMILES	KB-V1 MDR tox	GLP1R cytotox	GLP-1R inv ag	TDP43 rescue	HT1080NT lethal	SW480 rerep	KB-3-1 cytotox	HT1080 IDH1KD tx	GLP-1R agonist
CCCCC(OC(=O)c1cc2occc2n1C)C(=O)NCC1CCCO1 (configuration not stated)	-18%	-7%	3%	2%	0%	-3%	4%	0%	11%
CC1CCN(c2ccc(C(=O)NCc3ccc4c(c3)OCO4)cc2[N+](=O)[O-])CC1	?	-15%	?	27%	8%	/	3%	-2%	3%
Cc1[nH]c2ccc(C(=O)OCCN(C)C)cc2c1C	-24%	10%	-14%	18%	10%	-8%	-2%	-3%[9.24 µM]	19%
CCCCC(=O)Nc1cnc(NC(=O)c2cccs2)cc1C	1%	4%	?	15%	-2%	-8%	1%	3%	6%
COc1ccccc1CNC(=O)c1ccc2c(=O)n3c(nc2c1)CCCCC3	-20%	0%	-11%	0%	-14%	-20%	-2%	?	12%
O=C(N/N=C/c1ccc(Cl)cc1Cl)c1ccncc1	20%	-1%	-3%	5%	2%	-5%	6%	-1%	7%
Cc1cc(C=O)c(C)n1-c1ccc(N2CCOCC2)c([N+](=O)[O-])c1	-9%	-4%	61%[activator]	-2%	-9%	1%	-13%	-13%	-10%
Cc1cc([N+](=O)[O-])nn1CC(=O)NCc1ccc(Cl)cc1	1%	5%	2%	8%	-3%	-14%	10%	-1%	-2%
